Source: PubChem BioAssay
HCMV inh – human cytomegalovirus inhibition; activity change, negative = inhibition, % at 57.5 µM; actives 4.5% (n = 410,000); HFF cells, HCMV-luciferase reporter, 72 h; hits give low values; in the data active means activity change below about -60%; inconclusive means no clear call, values can overlap the other calls; inactive means above about -39%
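Luciferase read-out from HCMV-luciferase-infected HFFs (MOI 1 PFU/cell) 72 h post infection at 37C; compounds added after 16 h cell attachment; activity normalized between buffer-only basal and Salinomycin (10uM) inhibitor controls.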
HCV inh – HCV inhibition; Huh7.5.1 HCVcc-Cre infection, luciferase reporter, 44 h; Potency, µM (top dose mostly 41.8 µM), for inactives: top-dose activity change, negative = inhibition, usual class: inhibitors; actives 3.4% (n = 340,000); AID 651820; further: potency means the concentration at half of the fitted maximal effect
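A cell-based infection assay in which seeded cells (1,000 per well) receive test compound after 4 h, are inoculated with HCVcc-Cre at approximately 0.5 moi, and are incubated 44 h before luminescence detection.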
Sm TGR inh – blocks Schistosoma mansoni thioredoxin glutathione reductase; Q962Y6; actives 3% (n = 360,000); purified TGR, DTNB reduction, TNB absorbance 405 nm; Potency, µM (series often up to 114 µM), for inactives: top-dose activity change, negative = inhibition, usual class: inhibitors; AID 485364; further: potency means the concentration at half of the fitted maximal effect; nearly all actives have a fitted effect of over 60% in size
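Kinetic colorimetric format: TGR-catalysed, NADPH-driven DTNB reduction monitored via TNB absorbance. Enzyme dispensed at 20 nM; compound exposure 15 min at room temperature before reaction start.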
AmpC inh detg – inhibitors of E. coli AmpC beta-lactamase with detergent | P00811 | AmpC hydrolysis of nitrocefin, absorbance 480 nm, 0.01% Triton | Potency, µM (top dose mostly 114 µM), for inactives: at the top dose activity change, negative = inhibition, usual class: inhibitors | actives 0.041% (n = 370,000);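 further: potency means the concentration at half of the fitted maximal effect; 0% = no-compound wells and -100% = no-enzyme wells; nearly all actives have a fitted effect of over 25% in size; some results filed as inactive show a strong effect at the top dose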
Target sequence (P00811 whole entry, looked up): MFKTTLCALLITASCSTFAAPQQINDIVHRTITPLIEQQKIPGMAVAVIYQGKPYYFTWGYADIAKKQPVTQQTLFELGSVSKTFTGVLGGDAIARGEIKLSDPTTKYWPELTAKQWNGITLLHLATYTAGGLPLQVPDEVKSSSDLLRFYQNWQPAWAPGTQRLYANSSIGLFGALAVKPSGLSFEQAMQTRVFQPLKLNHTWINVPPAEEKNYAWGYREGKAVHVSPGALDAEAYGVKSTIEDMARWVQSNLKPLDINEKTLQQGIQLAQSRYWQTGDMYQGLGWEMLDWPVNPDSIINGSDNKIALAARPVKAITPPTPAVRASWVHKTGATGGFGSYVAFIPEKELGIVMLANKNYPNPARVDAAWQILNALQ
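AmpC (5.3 nM in the dispensed reagent) in 20 mM phosphate pH 7.0 with 0.01% (detergent screen) or 0.0001% Triton X-100 was preincubated with compounds for 15 min at room temperature. Nitrocefin was then added from an 800 uM solution, and hydrolysis was followed at 480 nm.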
AmpC no deterg – inhibitors of E. coli AmpC beta-lactamase without detergent; P00811; AmpC nitrocefin hydrolysis, absorbance 480 nm, 0.0001% Triton; Potency, µM (top dose mostly 57.1 µM), for inactives: at the highest dose activity change, negative = inhibition, hits mostly inhibitors; actives 0.52% (n = 330,000);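 further: potency means the concentration at half of the fitted maximal effect; plate controls were no compound for no effect and no enzyme for full effect; nearly all actives have a fitted effect of over 20% in size; some results filed as inactive show a strong effect at the top dose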
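20 mM phosphate pH 7.0 + 0.01% (detergent screen) or 0.0001% Triton X-100; 5.3 nM AmpC reagent; cpd preinc 15 min RT; nitrocefin (800 uM stock) to start; A480 q20 s × 4 min; Activity was normalised to no-enzyme and no-compound control wells.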
FBPA Giardia inh – inhibitors of Giardia lamblia fructose-1,6-bisphosphate aldolase. purified Giardia FBPA. A8B2U2. Potency, µM (titrated, usually from 59.6 µM), for the others: at the top dose activity, negative = inhibition, hits mostly inhibitors. actives 0.71% (n = 290,000); further: potency means the concentration at half of the fitted maximal effect; nearly all actives have a fitted effect of over 55% in size
Target sequence (A8B2U2 whole entry, looked up): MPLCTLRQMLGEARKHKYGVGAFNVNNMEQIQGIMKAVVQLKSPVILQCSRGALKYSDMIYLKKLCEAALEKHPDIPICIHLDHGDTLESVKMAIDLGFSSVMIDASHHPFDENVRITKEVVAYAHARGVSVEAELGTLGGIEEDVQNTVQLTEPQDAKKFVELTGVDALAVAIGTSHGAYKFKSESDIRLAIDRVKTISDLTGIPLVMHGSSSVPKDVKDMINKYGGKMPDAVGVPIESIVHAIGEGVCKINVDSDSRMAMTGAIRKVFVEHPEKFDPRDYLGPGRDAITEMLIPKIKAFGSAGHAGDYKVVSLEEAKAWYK
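Giardia FBPA (40 nM reagent) was preincubated 10 min at RT with compound (up to 57.5 uM final), then substrate plus GAPDH/TPI/NAD/arsenate coupling system with diaphorase/resazurin was added; resorufin fluorescence (525/598 nm) was read after 20 min.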
Numbers without * were called inactive; [ ] = another dose, or the depositor's remark. Unless noted, the call rests on the fitted dose curve; in most records, active means well fitted curve in the direction sought with a large enough effect; inconclusive means small, poorly fitted or top-dose-only effect, or another doubt; inactive means no such curve, though single readings can be large; an effect the other way counts as inactive or inconclusive. Unless noted, on the % scale 0 is the no-effect control and ±100 the full control effect.

How did O=C(Nc1ccccc1)c1ccc(-c2ccc([N+](=O)[O-])cc2)o1 do in these assays?
HCMV inh: -66*; HCV inh: -15%; Sm TGR inh: 3.5µM*; AmpC inh detg: -13%; AmpC no deterg: -46%; FBPA Giardia inh: 0%

Results for COc1ccc(-c2nc(CN3C(=O)CN=C(c4ccccc4Cl)c4cc(Cl)ccc43)c(C)o2)cc1OC ?
HCMV inh: -35; Sm TGR inh: -6%; AmpC inh detg: -5%

What do the screens show for `Cc1ccc(C(=O)Nc2ccc(F)cc2)o1`?
HCMV inh: -31; HCV inh: 12%; Sm TGR inh: -14%; AmpC inh detg: inconclusive; AmpC no deterg: -48%; FBPA Giardia inh: -1%

What do the screens show for `COc1ccc(-c2nc(CS(=O)(=O)CC(=O)Nc3cccc(C(C)=O)c3)c(C)o2)cc1`?
HCMV inh: 15; HCV inh: -16%; Sm TGR inh: inconclusive; AmpC inh detg: -5%; AmpC no deterg: -10%

What do the screens show for `O=C(NCc1ccco1)c1cc2n(n1)C(C(F)(F)F)CC(c1ccc(F)cc1)N2` (configuration not stated)?
HCMV inh: -29; HCV inh: inconclusive; Sm TGR inh: 2%; AmpC inh detg: -7%; AmpC no deterg: -35%; FBPA Giardia inh: 3%

How did O=C(CCc1nnc2ccc(NCc3ccco3)nn12)Nc1ccc(F)cc1F do in these assays?
HCMV inh: -9; HCV inh: 6%; Sm TGR inh: -19%; AmpC inh detg: -7%; AmpC no deterg: 16%

What do the screens show for `CCOC(=O)[C@H]1[C@H]2COc3ccc(Br)cc3[C@@H]2N2C(=O)CN(Cc3ccco3)C(=O)[C@@]12C`?
HCMV inh: 30; HCV inh: 14%; Sm TGR inh: 32µM*; AmpC inh detg: 5%; AmpC no deterg: 143%[activator]

How did COc1ccc(N2C(=O)CC(N3CC=C(c4ccccc4)CC3)C2=O)cc1 (configuration not stated) do in these assays?
HCMV inh: 11; HCV inh: -6%; Sm TGR inh: -2%; AmpC inh detg: -17%; AmpC no deterg: -111%; FBPA Giardia inh: -12%

Results for Cc1cc(C)nc(OC(C(=O)O)C(OCCc2ccccc2)(c2ccc(F)cc2)c2ccc(F)cc2)n1 (configuration not stated) ?
HCMV inh: -21; HCV inh: 11%; Sm TGR inh: 0%; AmpC inh detg: 1%; AmpC no deterg: -9%; FBPA Giardia inh: 10%

Results for COc1ccc(OCC(=O)N(C)Cc2ccccc2)cc1 ?
HCMV inh: -23; HCV inh: 29%; Sm TGR inh: 1%; AmpC inh detg: -10%; AmpC no deterg: 0%; FBPA Giardia inh: 1%

How did CCOc1ccc(OCCC(=O)N2CCN(S(=O)(=O)c3cccc(F)c3)CC2)cc1 do in these assays?
HCMV inh: -21; HCV inh: 2%; Sm TGR inh: -3%; AmpC inh detg: -8%; AmpC no deterg: 97%[activator]

Results for Cn1cccc1C(=O)NC1CCCCCC1 ?
HCMV inh: 44; HCV inh: -1%; Sm TGR inh: -4%; AmpC inh detg: inconclusive; AmpC no deterg: -14%

What do the screens show for `CN1C(=O)C(Cc2ccc3c(c2)OCO3)C(=O)N(C)C1=O`?
HCV inh: 18%; Sm TGR inh: inconclusive; AmpC inh detg: 14%; AmpC no deterg: -12%; FBPA Giardia inh: inconclusive

What do the screens show for `O=C(Cc1ccccc1F)Nc1nc(-c2cccnc2)cs1`?
HCMV inh: -24; HCV inh: -2%; Sm TGR inh: 2%; AmpC inh detg: -6%; AmpC no deterg: -15%; FBPA Giardia inh: -11%

How did Cc1ccc(CSc2nnc(SCC(=O)N/N=C/C=C/c3ccco3)s2)cc1 do in these assays?
HCMV inh: -61*; HCV inh: -2%; Sm TGR inh: inconclusive; AmpC inh detg: -9%; AmpC no deterg: inconclusive; FBPA Giardia inh: -17%

How did CCCC(C)C(=O)Nc1nc(C)c(-c2csc(Nc3ccc(Cl)cc3)n2)s1 (configuration not stated) do in these assays?
HCMV inh: -80*; HCV inh: -7%[8.37 µM]; Sm TGR inh: 5%; AmpC inh detg: -1%; AmpC no deterg: -44%; FBPA Giardia inh: 0%

What do the screens show for `CC(C)NC(=O)NC(=O)COC(=O)c1cc(S(=O)(=O)N2CCCCC2)ccc1N1CCOCC1`?
HCMV inh: -19; HCV inh: -9%; Sm TGR inh: 9%; AmpC inh detg: -4%; AmpC no deterg: 106%[activator]

Results for CS(=O)(=O)c1ccc(Cl)c(NC(=O)c2cccc(N3C(=O)CCC3=O)c2)c1 ?
HCMV inh: -2; HCV inh: 13%; Sm TGR inh: -3%; AmpC inh detg: -12%; AmpC no deterg: -15%

How did CCCCc1ccc(NC(=O)NCc2ccccn2)cc1 do in these assays?
HCMV inh: 22; HCV inh: inconclusive; Sm TGR inh: -16%; AmpC inh detg: 4%; AmpC no deterg: 5%; FBPA Giardia inh: -7%

How did Cc1noc(C)c1C(=O)N1CCCC(C(=O)c2cccc(OC(C)C)c2)C1 (configuration not stated) do in these assays?
HCMV inh: inconclusive; HCV inh: -1%; Sm TGR inh: 0%; AmpC inh detg: 4%; AmpC no deterg: 32%; FBPA Giardia inh: 1%

Results for Clc1ccc(-c2cn3c(n2)SCC3)cc1 ?
HCMV inh: -37; HCV inh: -19%; Sm TGR inh: -4%; AmpC inh detg: -5%; AmpC no deterg: -25%; FBPA Giardia inh: 0%

How did CS(=O)(=O)c1ccc(Cl)c(NC(=O)CCNC(=O)c2ccco2)c1 do in these assays?
HCMV inh: 24; HCV inh: 2%; Sm TGR inh: -14%; AmpC inh detg: 2%; AmpC no deterg: 0%

What do the screens show for `CCc1nnc(NC(=O)c2ccc(-c3ccc(C(C)=O)cc3)o2)s1`?
HCMV inh: -10; HCV inh: 0%; Sm TGR inh: -18%; AmpC inh detg: -11%; AmpC no deterg: -13%

Results for CC(C)(C)OC(=O)CNC(=O)c1nc[nH]c1C(=O)NCc1ccc(CNC(=O)OC(C)(C)C)cc1 ?
HCMV inh: 46; HCV inh: inconclusive; Sm TGR inh: 1%; AmpC inh detg: -13%; AmpC no deterg: 105%[activator]; FBPA Giardia inh: -17%

What do the screens show for `O=C(CN1C(=O)CC(c2ccco2)Sc2ccccc21)NCC1CCCO1` (configuration not stated)?
HCMV inh: 11; HCV inh: 16%; Sm TGR inh: 13µM*; AmpC inh detg: -1%; AmpC no deterg: 43%; FBPA Giardia inh: -23%

Results for COC(=O)c1ccc(C(=O)OC)c(NC(=O)Oc2ccccc2)c1 ?
HCMV inh: -8; HCV inh: 6%; Sm TGR inh: -3%; AmpC inh detg: -2%; AmpC no deterg: -8%; FBPA Giardia inh: 2%

What do the screens show for `CC(=O)N1CCCc2cc(S(=O)(=O)N3CCCC(C(=O)Nc4ccc(C)c(F)c4)C3)ccc21` (configuration not stated)?
HCMV inh: -38; Sm TGR inh: 0%; AmpC inh detg: 0%

Results for CCN1CCN(C(c2cccs2)C(C)NC(=S)Nc2cccc(C)c2C)CC1 (configuration not stated) ?
HCMV inh: 0; HCV inh: -1%; Sm TGR inh: 8%; AmpC inh detg: -7%; AmpC no deterg: -20%; FBPA Giardia inh: -3%

How did COc1ccc(S(=O)(=O)N2c3ccccc3NC(=O)CC2C)cc1 (configuration not stated) do in these assays?
HCMV inh: -39; HCV inh: 18%; Sm TGR inh: -31%; AmpC inh detg: 6%; AmpC no deterg: -24%; FBPA Giardia inh: -4%

How did S=c1[nH]nc(-c2cccnc2)n1/N=C/c1ccco1 do in these assays?
HCMV inh: -20; HCV inh: 9%; AmpC inh detg: -9%; AmpC no deterg: -19%; FBPA Giardia inh: inconclusive

What do the screens show for `CCCCC(=O)NC1=NC(=O)C(C)(C)S1`?
HCMV inh: -25; HCV inh: 6%; Sm TGR inh: -1%; AmpC inh detg: 3%; AmpC no deterg: -18%; FBPA Giardia inh: -2%

Results for C=CCn1c(Cc2csc(N)n2)nnc1SCc1ccc(C(=O)OC)cc1 ?
HCMV inh: -2; HCV inh: 7%; Sm TGR inh: -8%; AmpC inh detg: -1%; AmpC no deterg: -20%; FBPA Giardia inh: 10%

Results for O=C(COC(=O)/C=C/c1ccccc1)NCc1ccc2c(c1)OCO2 ?
HCMV inh: -35; HCV inh: 10%; AmpC no deterg: -30%

What do the screens show for `CC(=O)c1c(O)cc(=O)n(-c2ccccc2)c1-c1ccc(Cl)cc1`?
HCMV inh: -32; HCV inh: 13%; Sm TGR inh: -2%; AmpC inh detg: inconclusive; AmpC no deterg: -24%; FBPA Giardia inh: 7%

Results for O=C(N/N=C/c1cccnc1)C(=O)N1CCCCCC1 ?
HCMV inh: 9; HCV inh: 6%; Sm TGR inh: 0%; AmpC inh detg: -6%; AmpC no deterg: -20%; FBPA Giardia inh: -1%

How did Cc1ccc(NC(=O)COC(=O)COc2ccc(Cl)cc2)c([N+](=O)[O-])c1 do in these assays?
HCMV inh: 30; HCV inh: 43%[activator]; Sm TGR inh: 1%; AmpC inh detg: -9%; AmpC no deterg: -11%; FBPA Giardia inh: 1%

What do the screens show for `CC1CCN(c2nc(-c3ccccc3O)nc3ccccc23)CC1`?
HCMV inh: 53; HCV inh: inconclusive; Sm TGR inh: -23%; AmpC inh detg: 3%; AmpC no deterg: -9%; FBPA Giardia inh: 5%

What do the screens show for `CCc1ccc(NC(=O)CSc2c(C)cnc3c2c(=O)n(C)c(=O)n3C)cc1`?
HCMV inh: 10; Sm TGR inh: 6%; AmpC inh detg: 1%

What do the screens show for `O=C(NC(Cc1ccccc1)C(=O)O)/C(=C\c1ccccc1)NC(=O)c1ccco1` (configuration not stated)?
HCMV inh: 54; HCV inh: 9%; Sm TGR inh: -2%; AmpC inh detg: -12%; AmpC no deterg: -17%; FBPA Giardia inh: -4%

What do the screens show for `O=C(Cc1ccsc1)NNC(=O)c1cccc(Cl)c1`?
HCMV inh: -4; HCV inh: 13%; Sm TGR inh: 0%; AmpC inh detg: -5%; AmpC no deterg: -58%

A draw from above in order of formula weight, smallest number first:
What do the screens show for `CCCCC(=O)NC1=NC(=O)C(C)(C)S1`?
HCMV inh: -25; HCV inh: 6%; Sm TGR inh: -1%; AmpC inh detg: 3%; AmpC no deterg: -18%; FBPA Giardia inh: -2%

Results for O=C(N/N=C/c1cccnc1)C(=O)N1CCCCCC1 ?
HCMV inh: 9; HCV inh: 6%; Sm TGR inh: 0%; AmpC inh detg: -6%; AmpC no deterg: -20%; FBPA Giardia inh: -1%

What do the screens show for `CC(=O)c1c(O)cc(=O)n(-c2ccccc2)c1-c1ccc(Cl)cc1`?
HCMV inh: -32; HCV inh: 13%; Sm TGR inh: -2%; AmpC inh detg: inconclusive; AmpC no deterg: -24%; FBPA Giardia inh: 7%

How did Cc1ccc(NC(=O)COC(=O)COc2ccc(Cl)cc2)c([N+](=O)[O-])c1 do in these assays?
HCMV inh: 30; HCV inh: 43%[activator]; Sm TGR inh: 1%; AmpC inh detg: -9%; AmpC no deterg: -11%; FBPA Giardia inh: 1%

Results for C=CCn1c(Cc2csc(N)n2)nnc1SCc1ccc(C(=O)OC)cc1 ?
HCMV inh: -2; HCV inh: 7%; Sm TGR inh: -8%; AmpC inh detg: -1%; AmpC no deterg: -20%; FBPA Giardia inh: 10%
